Screening results: PubChem, several laboratories
phage Ecoli inh: E. coli growth loss with phage present. growth absorbance. inhibition, % at 11.9 µM. 0.26% of 360,000 active. AID 651602; in the data active = inhibition above about 11%
PKA-R1A activ: PKA-R1A complex activation. PKA-R1A dissociation, Cy5-IP20 fluorescence polarization; scaled: DMSO 0%, 113 µM cGMP 100%. activation, % at 11.4 µM. 0.083% of 340,000 active;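 active = percent activation above the mean of all tested compounds plus 3 SD, cut at about 19% in these data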;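 note: higher means more PKAc released from R1A so a rise in polarization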
PfHsp90 yeast 2: inhibits growth of yeast expressing Plasmodium falciparum Hsp90; S. cerevisiae expressing PfHsp90, BacTiter-Glo ATP, 48 h; yeast lacking PDR1 and PDR3 efflux regulators; inhibition, % at 9.4 µM; 0.32% of 310,000 active; AID 504621;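 active = every replicate shows inhibition above about 80%, whatever the replicate mean, limit read from the data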;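 note: 0% = DMSO neutral controls and 100% = 20 µM radicicol positive controls; yeast relying on Plasmodium falciparum Hsp90 in place of its own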
Pemphigus Ab inh: blocks pemphigus antibody binding to human desmoglein-3. P32926. DSG3-coupled beads, scFv-anti-DSG3-GFP binding, flow cytometry; hits give low values. binding (percent of control), % at 10 µM. 0.48% of 310,000 active;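 active = binding more than 3 SD below its plate's average and above zero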;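 note: hits lower antibody fragment binding to DSG3; some compounds called inactive have numbers as strong as hits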
Active calls of the source: *; nt = no result given. These rows are one share of the data; count on the stated rates, not on these rows.

entry	SMILES	phage Ecoli inh	PKA-R1A activ
1	C[C@@H]1CN([C@@H](C)CO)C(=O)CCCn2cc(nn2)CO[C@H]1CN(C)C(=O)Oc1cccc2ccccc12	1.3	2
2	CNC(=O)Oc1c(C)[nH]ccc1=O	-2.1	2
3	O=C1C=C(N2CC2)c2ccccc2C1=O	0.0	4
4	C[C@@H]1CN([C@H](C)CO)C(=O)CCCn2nncc2CO[C@H]1CN(C)C(=O)Oc1cccc2ccccc12	3.9	-7
5	O=[N+]([O-])c1ccc(N(CCO)CCO)c2c1no[n+]2[O-]	93*	1
6	O=C1OCCC1C(=O)c1ccccc1 (stereo unspecified)	3.8	-8
7	COc1ccc(CCNCc2cc(OC)cc(OC)c2)cc1	2.9	-5
8	Cc1ccc(-[n+]2c(Cc3nn(-c4ccccc4)c(C)[n+]3-c3ccc(C)cc3)nn(-c3ccccc3)c2C)cc1	2.4	2

entry	PfHsp90 yeast 2	Pemphigus Ab inh
1	nt	105
2	nt	105
3	nt	92
4	nt	100
5	nt	105
6	nt	104
7	nt	103
8	nt	101

Compound profiles (already shown).
Profile of O=C1C=C(N2CC2)c2ccccc2C1=O = phage Ecoli inh = 0.0; PKA-R1A activ = 4; PfHsp90 yeast 2 = nt; Pemphigus Ab inh = 92
Profile of C[C@@H]1CN([C@H](C)CO)C(=O)CCCn2nncc2CO[C@H]1CN(C)C(=O)Oc1cccc2ccccc12 = phage Ecoli inh = 3.9; PKA-R1A activ = -7; PfHsp90 yeast 2 = nt; Pemphigus Ab inh = 100

More structures follow:
entry	SMILES	phage Ecoli inh	PKA-R1A activ
9	CN1CCCC2c3ccccc3CCC21 (stereo unspecified)	0.4	-1
10	CCOC(=O)C1(c2ccccc2)CCN(CCC(=O)Nc2ccc(OC)cc2)CC1	3.2	-10
11	CC(=O)NCC1=C(c2ccc3ccccc3c2)C[C@@H]2CC[C@H]1N2Cc1ccco1	1.8	-4
12	Cc1ccc2c(c1)Oc1ccccc1N=C2	0.9	-8
13	c1ccc(N2[C@@H]3CC[C@H]2c2ccccc2C3)cc1	0.6	1
14	c1ccc(C2(NC3=NCCO3)CCCCC2)cc1	1.9	-15
15	COc1ccc(C2C3C=CC(C3)C2C(=O)O)cc1 (stereo unspecified)	0.5	6
16	Cc1ccc(OC(=O)N(C)C[C@@H]2OCc3cnnn3CCCC(=O)N([C@@H](C)CO)C[C@H]2C)cc1	4.9	0
17	CN1CCC(N(C)c2ncnc3ccc(Br)cc23)CC1	1.7	-9

entry	PfHsp90 yeast 2	Pemphigus Ab inh
9	nt	118
10	nt	99
11	nt	111
12	nt	106
13	nt	106
14	nt	104
15	nt	107
16	nt	99
17	0	108

5 records picked at random from those above, as already listed:
entry	SMILES	phage Ecoli inh	PKA-R1A activ
17	CN1CCC(N(C)c2ncnc3ccc(Br)cc23)CC1	1.7	-9
16	Cc1ccc(OC(=O)N(C)C[C@@H]2OCc3cnnn3CCCC(=O)N([C@@H](C)CO)C[C@H]2C)cc1	4.9	0
11	CC(=O)NCC1=C(c2ccc3ccccc3c2)C[C@@H]2CC[C@H]1N2Cc1ccco1	1.8	-4
9	CN1CCCC2c3ccccc3CCC21 (stereo unspecified)	0.4	-1
13	c1ccc(N2[C@@H]3CC[C@H]2c2ccccc2C3)cc1	0.6	1

entry	PfHsp90 yeast 2	Pemphigus Ab inh
17	0	108
16	nt	99
11	nt	111
9	nt	118
13	nt	106
